Myeloid diff MLP = induction of myeloid progenitor differentiation, primary screen, cell-based, flow cytometry, MLPCN library; ER-HoxA9 myeloid progenitors, lysozyme-GFP differentiation; calls only at 10 µM; actives 1% (n = 360,000);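 active = normalized GFP-positive differentiation at or above the plate's own cutoff, the solvent-only control mean plus 3 SD; inconclusive = no clear call, values can overlap the other calls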;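 also: cells exposed to compound for four days before flow analysis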
Myeloid diff MLP GFP+ MAC1+ % = also measured in Myeloid diff MLP; calls as there; GFP+ MAC1+ double positive, %; measured here: differentiation confirmed by MAC1 staining
Starred values were filed as active, the others as inactive; i = inactive; ? = inconclusive; . = no result given; + = active, no number.

The opening 3 records, ahead of the listing:
SMILES	Myeloid diff MLP	Myeloid diff MLP GFP+ MAC1+ %
COc1ccc(CCN2C(=O)CCC2(C)c2nnnn2-c2c(C)cccc2C)cc1OC (stereo not given)	i	0.9
CCCCNC(=O)c1nc(C2CCN(S(=O)(=O)c3ccccc3C(F)(F)F)CC2)oc1-c1cccc(C(F)(F)F)c1	i	1.4
Nc1ccc(CC(N)c2csc(Nc3nncc4ccccc34)n2)cc1 (stereo not given)	i	2.0

Results (from the top)
SMILES	Myeloid diff MLP	Myeloid diff MLP GFP+ MAC1+ %
COc1ccc(CCN2C(=O)CCC2(C)c2nnnn2-c2c(C)cccc2C)cc1OC (stereo not given)	i	0.9
CCCCNC(=O)c1nc(C2CCN(S(=O)(=O)c3ccccc3C(F)(F)F)CC2)oc1-c1cccc(C(F)(F)F)c1	i	1.4
Nc1ccc(CC(N)c2csc(Nc3nncc4ccccc34)n2)cc1 (stereo not given)	i	2.0
c1nc(SSc2ncnc3nc[nH]c23)c2[nH]cnc2n1	?	.
CN(C)c1cccc(Nc2ccc(-c3ccc(OC(F)(F)F)cc3)cn2)c1	+	8.4*
Cc1ccccc1-n1nnnc1SCC(=O)c1c(N)n(C2CC2)c(=O)[nH]c1=O	i	0.5
CC(=O)N1CCC(c2nc3ccccc3n2C(C)C(=O)NCc2ccccc2)CC1 (stereo not given)	i	1.7
CCCCCCCCC(c1nc2cc(C)c(C)cc2[nH]1)n1c(=O)c(-c2ccccc2Br)nc2ccccc21 (stereo not given)	i	0.4
O=C(COC(=O)c1ccc(Cl)cc1)NC(=O)NC1CCCC1	i	0.9
CC1(Cc2ccc(OC(F)(F)F)cc2)C(=O)Nc2ccc(OC(F)(F)F)cc21 (stereo not given)	i	0.5
CC(=O)CC(=O)NC1CCc2ccccc21 (stereo not given)	i	1.8
Cc1ccsc1C(=O)OC(C)C(=O)NC1CCCCC1C (stereo not given)	i	1.3
COc1ccc(OC)c(NC(=O)C2(C)CCN2Cc2ccccc2Cl)c1 (stereo not given)	i	1.1
COc1ccc(Cc2c(-c3ccccc3)nc3ccc(Cl)cn23)c(C)c1	i	1.0
Cc1nc2ccccc2c2c(N)cccc12	i	0.9
CCOC(COC(=O)c1ccccc1C(=O)O)c1ccccc1 (stereo not given)	i	1.0
CC(C(=O)Nc1ccc(C#N)cc1)N(C)CC(=O)N(C)c1c(N)n(Cc2ccccc2)c(=O)[nH]c1=O (stereo not given)	i	1.3
CCOC(=O)C1(C)CCCN(C(=O)c2cc(C#N)cs2)C1 (stereo not given)	i	1.4
Cc1noc(C)c1NC(=O)N(C)C[C@H]1Oc2ccc(NC(=O)CCN3CCOCC3)cc2C(=O)N([C@H](C)CO)C[C@@H]1C	i	1.3
CCc1nc2ccc(C(=O)N(CC)CCN(C)C)cn2c1N(CC)CCOC	i	0.8
O=C1CN(C(=O)CN2CCN(S(=O)(=O)c3ccccc3)CC2)c2ccccc2N1	i	0.7
Nc1cc(SCc2ccc(Cl)cc2Cl)ncn1	i	0.3
Cc1ccccc1N=Cc1ccc[nH]1	i	0.3
C#CCNC(=O)C[C@@H]1C[C@@]2(C(=O)OC)CCCCC=C2N(Cc2ccccc2)C1=O	i	0.4
O=[N+]([O-])c1ccc(Sc2ccc(F)cc2)nc1	i	0.4

Next structures:
SMILES	Myeloid diff MLP	Myeloid diff MLP GFP+ MAC1+ %
COC(=O)C[C@H](NC(=O)Cn1cnc2c(SC)nc(N)nc21)C(=O)OC	i	0.3
Nc1nc2ccc(C(=O)Nc3ccc(N4CCOCC4)cc3)cc2s1	i	0.9
CC1(C)CC(=O)C=C(c2ccc(COC(=O)c3cccc(C(F)(F)F)c3)cc2)C1=O	i	0.3
CN1OC[C@@H]2CN(Cc3cc(Cl)cc(Cl)c3)[C@H](c3cccc(-c4ccccc4)c3)C[C@@H]21	i	0.9
CC[C@]12c3[nH]c4ccc(Cl)cc4c3CCN1C(=O)[C@@H](CC(=O)NCc1cccc(C(F)(F)F)c1)C[C@@H]2C(=O)N1CCN(C(=O)C2CC2)CC1	i	0.5
O=S1(=O)CCN(Cc2ccccc2)CC1	i	0.3
COc1ccc(NC(=O)COC(=O)CCSc2ccccc2)cc1OC	i	0.7
CCC(c1nc2ccccc2[nH]1)n1c(=O)c(-c2cccnc2)nc2ccccc21 (stereo not given)	i	1.4
COC1OC2COC(c3ccccc3)OC2C(O)C1NC(C)=O (stereo not given)	i	2.6
OC1c2cc(Cl)cc(Cl)c2N=C2CCCN21 (stereo not given)	i	0.9
Nc1c(-c2ccccc2)nc2ncccn12	i	1.4
Cc1ccc(NS(=O)(=O)c2ccccc2)c([N+](=O)[O-])c1	i	1.2
O=C(COC(=O)c1cc(Br)ccc1O)NC12CC3CC(CC(C3)C1)C2	i	0.7
COc1ccccc1-c1noc2c1C(=O)N(Cc1cn(-c3ccccc3OC)nn1)CC2	i	0.9
O=C(COC(=O)CNC(=O)c1ccccc1)NC12CC3CC(CC(C3)C1)C2	i	1.0
COc1cc(/C=C/C(=O)OCC(=O)NCc2ccc3c(c2)OCO3)cc(OC)c1OC	i	0.9
CCCNC(=S)NC1CC2CCCC(C1)N2Cc1ccccc1OC (stereo not given)	i	0.6
NC(Cc1ccccc1)c1csc(Nc2nncc3ccccc23)n1 (stereo not given)	i	1.0
Cc1c(C(=O)NCc2ccc(Cl)c(Cl)c2)sc(=O)n1Cc1ccc(S(=O)(=O)N(C)C)cc1	?	.
O=C1NC[C@@H](CCCCN2C[C@H](Cc3ccc(O)cc3)N(CCC3CCCCC3)C(=O)C2=O)N(CCc2ccc(O)cc2)C1=O	i	1.6
Nc1ccc(C=Cc2ccc(N)cc2)cc1	i	0.8
CC1(C(=O)NS(=O)(=O)c2ccc(Cl)cc2)CCN1C(=O)C/C=C/c1ccccc1 (stereo not given)	i	1.5
CCNC(=O)c1cc2c(c(-c3cccc(-c4cccnc4)c3)n1)[C@H](CCO)N(S(C)(=O)=O)C2	i	0.7
O=C(CN1C(=O)NC2(CCc3ccccc32)C1=O)c1cccs1 (stereo not given)	i	0.2
NC(=O)C1(C(=O)O)OC1(c1ccc(Cl)cc1)c1ccccc1Cl (stereo not given)	i	1.7

Going on with the list.
SMILES	Myeloid diff MLP	Myeloid diff MLP GFP+ MAC1+ %
COCOCCn1cc(CN2CCS(=O)(=O)N(Cc3ccc(-c4cccc(N(C)C)c4)cc3)C(CC(C)C)C2=O)nn1 (stereo not given)	i	0.5
COc1cc(CN2C[C@@H](CO)O[C@@H](n3cnc4c(N5CCOCC5)ncnc43)C2)cc(OC)c1OC	i	1.6
Cn1c2ccsc2c2ncn(Cc3ccccc3F)c(=O)c21	i	0.5
COc1cc(OC)nc(Nc2nc(C(N)Cc3ccc(Cl)cc3)cs2)n1 (stereo not given)	i	3.5
C/C=C(/C)C(=O)OC1CC(C)(C)C[C@H]2C3=CC[C@@H]4[C@@]5(C)CCC(O[C@@H]6O[C@@H](C(=O)O)[C@@H](O)C(O[C@@H]7OC[C@H](O)[C@@H](O)[C@@H]7O[C@@H]7OC(CO)C(O)[C@@H](O)[C@@H]7O)C6O[C@@H]6OC(CO)C(O)C(O)C6O)[C@@](C)(CO)[C@@H]5CC[C@]4(C)[C@]3(C)CC(O)[C@@]12CO (stereo not given in full)	i	1.2
COc1cc(OC)nc(Nc2nc(C(N)c3ccccc3)cs2)n1 (stereo not given)	i	0.3
CC(=O)Nc1ccc(-c2ccnc3c2CC(C(=O)Nc2cccnc2)O3)cc1 (stereo not given)	i	0.6
Cc1cc(=O)[nH]c(SCC(=O)NC2CCCCCC2)n1	i	0.4
COc1ccc(CN(C)C(=O)COc2cccc(-n3cnnn3)c2)cc1OC	i	0.5
COc1ccc(NC(=O)N(C)C[C@H]2Oc3ccc(NC(=O)CCC(F)(F)F)cc3C(=O)N([C@H](C)CO)C[C@@H]2C)cc1	i	1.7
O=C(NCc1ccccc1)C1Cc2c(-c3cccc(F)c3)ccnc2O1 (stereo not given)	?	.
CC(=O)C1CCC2C3CCC4=CC(=O)C=CC4(C)C3CCC12C (stereo not given)	i	1.8
O=C(Nc1ccc2c(c1)OCO2)c1csc([C@@H]2C[C@H](O)[C@@H](CO)O2)n1	i	0.8
O=C(C[n+]1ccc(C(=O)NCc2ccccc2)cc1)c1ccc(F)cc1	i	0.5
O=C(COc1ccccc1[N+](=O)[O-])NCC1(N2CCOCC2)CCCCC1	i	0.3
COC(=O)c1cnc(N)s1	i	0.5
CN(CCc1ccccc1)C(=O)c1ccc(NC(=O)Cc2cccc(NC(=O)C3CCN(C(=O)C4CCC4)CC3)c2)cc1	i	1.3
CC(O)(c1ccccc1)c1nc(-c2cccc(F)c2)cs1 (stereo not given)	i	1.2
Cc1ccc(S(=O)(=O)Oc2ccccc2[N+](=O)[O-])cc1	i	0.9
CN(c1ccccc1)S(=O)(=O)c1ccc(Cl)c(C(=O)OCC(=O)c2c(N)n(C)c(=O)n(C)c2=O)c1	i	0.7
O=C(COC(=O)CC1CC2CCC1C2)Nc1ccc(F)cc1Cl (stereo not given)	i	0.4
COc1ccc2c(c1)[C@]1(C[C@H](O)CO1)C(=O)N2C	i	1.6
CC(C)N(C(=O)c1ccc(Cc2cn(C)c3ccccc23)nc1)C(C)C	i	1.2
CCOC(=O)c1cc(-c2sc(NC(=O)c3ccccc3)nc2C)n(-c2ccc(Br)cc2)n1	i	1.0
Cc1cc(C)cc(NC(=O)COC(=O)C2CC3C=CC2C3)c1 (stereo not given)	i	1.7

An excerpt from above in order of molecular weight, highest first:
SMILES	Myeloid diff MLP	Myeloid diff MLP GFP+ MAC1+ %
COc1ccc(NC(=O)N(C)C[C@H]2Oc3ccc(NC(=O)CCC(F)(F)F)cc3C(=O)N([C@H](C)CO)C[C@@H]2C)cc1	i	1.7
COc1cc(CN2C[C@@H](CO)O[C@@H](n3cnc4c(N5CCOCC5)ncnc43)C2)cc(OC)c1OC	i	1.6
O=C(COc1ccccc1[N+](=O)[O-])NCC1(N2CCOCC2)CCCCC1	i	0.3
CC(=O)C1CCC2C3CCC4=CC(=O)C=CC4(C)C3CCC12C (stereo not given)	i	1.8
CC(O)(c1ccccc1)c1nc(-c2cccc(F)c2)cs1 (stereo not given)	i	1.2

Next entries.
SMILES	Myeloid diff MLP	Myeloid diff MLP GFP+ MAC1+ %
N#CC(=Nc1cccc(F)c1)C1=C(O)c2ccccc2C1=O	i	1.7
Cc1ccc(C(=O)OCC(=O)NC2CC2)s1	i	0.8
C[C@H](NC(=O)[C@@H]1CCCN1C(=O)[C@@H]1CCCN1C(=O)c1cccs1)c1ccccc1	i	1.3
CCOC(=O)[C@@H](NC(=O)/C=C/[C@H]1O[C@@H](n2cc(C)c(=O)[nH]c2=O)C[C@@H]1O)C(C)C	i	0.2
Cc1c(C)c([N+](=O)[O-])c(C)c(C)c1N	i	1.7
CCOc1cc(OCC)cc(C(=O)N2CCC[C@@H]2C(=O)N2CCC[C@@H]2C(=O)NCc2ccccc2Cl)c1	i	0.4
Cc1cccc(NC(=O)c2cccc(NC(=O)c3ccco3)c2)c1	i	1.0
Cn1c(=O)c2cc(NC(=S)NCc3ccccc3F)ccc2n1C	i	0.8
CC(=O)c1ccc(OCC(=O)NC(=O)NC2CCCC2)cc1	i	2.5
C[C@@H]1Cn2cnc(C(=O)NCc3ccc(CNC(=O)OC(C)(C)C)cc3)c2C(=O)N1	i	0.5
Cc1ccc(S(=O)(=O)N2[C@H](CC(=O)c3cccs3)OC[C@@H]2C)cc1	i	2.4
COc1ccc(-c2cc3nc(NCc4ccc(N(C)C)cc4)n(C)c(=O)c3s2)cc1OC	i	1.1
OC(c1ccc2ccccc2c1)c1ncc(-c2cccc3ccccc23)[nH]1 (stereo not given)	i	1.0
Cc1ccc(C(O)c2ncc(-c3ccc4ccccc4c3)[nH]2)cc1 (stereo not given)	i	1.8
O=C(NCc1c(Cl)cccc1Cl)c1[nH]c(C(F)(F)F)nc1-c1ccccc1	i	1.3
O=[N+]([O-])c1cc(S(=O)(=O)N2CCOCC2)ccc1OCc1ccccc1C(F)(F)F	i	0.5
C[C@@H]1CN([C@H](C)CO)C(=O)CCCn2nncc2CO[C@H]1CN(C)Cc1ccc(Cl)c(Cl)c1	i	0.2
O=C(NN1C(=O)NC2(CCCCC2)C1=O)c1cc2cc(Cl)ccc2o1	i	0.1
O=C(CN1C(=O)NC(c2ccccc2)(c2ccccc2)C1=O)N1CCCCC1	i	0.9
O=C(NN=Cc1ccc2c(c1)CCN2)c1cccs1	i	0.4
CC(C)COC(=O)N1CCCCC1c1cc(C(=O)Nc2ccccc2)no1 (stereo not given)	i	1.3
COc1cc(C)cc(C(=O)C=Cc2ccccc2)c1O	?	.
O=C(O)c1ccccc1NS(=O)(=O)c1ccc(N/N=C/c2ccc(O)c(O)c2)c([N+](=O)[O-])c1	i	0.4
O=C1NC(Cc2ccccc2)c2nc3ccccc3c(=O)n2-c2ncccc21 (stereo not given)	i	0.9
COc1ccc(-c2cc(C(=O)OCC(=O)N3CCCCC3)c3ccccc3n2)cc1OC	i	0.8

Looked up by compound from above, 2 records:
SMILES	Myeloid diff MLP	Myeloid diff MLP GFP+ MAC1+ %
Cc1ccc(C(=O)OCC(=O)NC2CC2)s1	i	0.8
O=C(NN=Cc1ccc2c(c1)CCN2)c1cccs1	i	0.4

The results go on.
SMILES	Myeloid diff MLP	Myeloid diff MLP GFP+ MAC1+ %
CNc1cnc(-c2cccc(C(=O)N3CCOCC3)c2)cn1	i	0.0
COc1ccc(CCNC(=O)Nc2nc(C(N)C3CCCCC3)cs2)cc1OC (stereo not given)	i	1.5
COc1ccc(NS(=O)(=O)c2cc(NC(=O)Cc3n[nH]c(=O)c4ccccc34)ccc2OC)cc1	i	1.1
O=C(N=C1SC2CS(=O)(=O)CC2N1c1ccccc1)c1ccccc1 (stereo not given)	i	1.1
Cc1ccc(S(=O)(=O)N2CCC(=O)CC2c2ccccc2)cc1 (stereo not given)	i	0.5
COc1cc(C23CCCN(CCC(C(C)(C)C)C2)C32OCCO2)cc(OC)c1OC (stereo not given)	i	1.2
Cc1ccccc1N=C(c1ccccc1)C1C(=O)c2ccccc2C1=O	i	1.1
O=C(C1CC(=O)N(c2ccc(F)c(Cl)c2)C1)N1CCOCC1 (stereo not given)	i	0.9

Only part of the results is shown (hit frequency here may not be typical).
